MT1-MMP act inh: inhibitors of human MT1-MMP activation; AID 651647; HT1080 RFP-PRO-GFP cells, GFP/RFP ratio fluorescence, overnight; percent of plate control window, DMSO zero; 360,000 compounds, 0.061% hits; P50281; GFP/RFP ratio change, % at 20 µM;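 active means GFP/RFP ratio change of at least 30% with cell ATP level not reduced by more than half and red fluorescence within 50% of control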; further: strong numbers were not always called active
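system = RFP-PRO-GFP reporter HT1080 cells | dosing = 20 µM single dose, 1% DMSO | timing = overnight cell settling, then overnight compound exposure, 37 °C, 5% CO2 | read-out basis = GFP/RFP fluorescence ratio | controls = DMSO and RFP-L50D-GFP cell wells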
MsrA inh: inhibits bovine methionine sulfoxide reductase A. inhibition, % at 15.5 µM. 360,000 compounds, 0.75% hits. purified bovine MsrA, absorbance read-out. AID 651718; in the data active means inhibition above about 4.5%;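 further: 0% = vehicle wells with enzyme and 100% = reference inhibitor wells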
E coli Lon inh: inhibits E. coli Lon protease | P0A9M0 | 360,000 compounds, 0.42% hits | purified E. coli Lon protease, fluorescence polarization | inhibition, % at 7.94 µM; in the data active means inhibition above about 13%, passing the limit was not always enough;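 further: 0% = enzyme with probe and DMSO and 100% = no enzyme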
bovine MsrA act: activates bovine MsrA enzyme | purified bovine MsrA, absorbance read-out | activation, % at 10.6 µM | 360,000 compounds, 0.3% hits | AID 602163; in the data active means activation above about 7.5%;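 further: 0% = vehicle and 100% = reference activator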
MLLE-PAM2 inh: blocks PAM2 peptide binding to the PABP1 MLLE domain | 360,000 compounds, 0.36% hits | inhibition, % at 20 µM | P11940 | AID 588489 | GST-MLLE / FITC-PAM2 fluorescence polarization; in the data active means inhibition above about 35%, passing the limit was not always enough;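 further: plate controls were DMSO wells with GST-MLLE for no effect and wells lacking GST-MLLE protein for full effect; some results filed as inactive read as strong as hits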
Target sequence (P11940 whole entry, looked up, the tested form may be a part): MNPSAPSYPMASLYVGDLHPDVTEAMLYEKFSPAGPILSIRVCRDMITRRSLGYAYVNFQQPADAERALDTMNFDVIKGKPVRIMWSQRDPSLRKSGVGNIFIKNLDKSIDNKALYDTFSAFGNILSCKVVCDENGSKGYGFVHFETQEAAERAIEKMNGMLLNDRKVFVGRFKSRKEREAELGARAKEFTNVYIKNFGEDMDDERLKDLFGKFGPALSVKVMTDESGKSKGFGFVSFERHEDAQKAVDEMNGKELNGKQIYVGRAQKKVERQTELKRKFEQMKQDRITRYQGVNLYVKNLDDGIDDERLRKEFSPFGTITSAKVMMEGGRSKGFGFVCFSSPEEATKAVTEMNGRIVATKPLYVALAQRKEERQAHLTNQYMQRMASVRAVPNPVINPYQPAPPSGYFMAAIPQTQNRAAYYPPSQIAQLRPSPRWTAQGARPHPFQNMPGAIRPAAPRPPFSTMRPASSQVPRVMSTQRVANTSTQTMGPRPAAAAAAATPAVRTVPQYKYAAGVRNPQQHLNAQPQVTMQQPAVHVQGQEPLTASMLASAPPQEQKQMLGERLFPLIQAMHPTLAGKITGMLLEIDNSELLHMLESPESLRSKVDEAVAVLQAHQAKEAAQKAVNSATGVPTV
FAS TE block: blocks the thioesterase domain of human fatty acid synthase | inhibition, % at 15 µM | recombinant FAS-TE, OMFH fluorogenic substrate, fluorescence endpoint | 360,000 compounds, 0.67% hits | P49327 | AID 602261;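 active means compounds whose normalised, plate-corrected inhibition of enzyme fluorescence in the single-dose primary screen is 50% or more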;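 further: 0% = DMSO with enzyme and 100% = substrate without enzyme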
CSN inh: inhibitors of human CSN-mediated cullin deneddylation; Q92905; Purified CSN, SCF-Nedd8-OG deneddylation, fluorescence polarization; inhibition, % at 12.5 µM; 360,000 compounds, 0.38% hits; AID 651999;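 active means pattern-corrected inhibition above about 35%, with an unprinted fluorescence ratio check between 0.5 and 1.5, limit read from the data, passing the limit was not always enough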;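 further: 0% = enzyme with substrate and 100% = substrate without enzyme; some results filed as inactive read as strong as hits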
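test system = HEK293T-derived human Csn5 enzyme | amount = 0.24 nM Csn5 enzyme, final concentration | medium = Tris/NaCl/DTT buffer, pH 7.5 | schedule = 90 min reaction at room temperature | signal = FP | evaluation = inhibition of Csn5 cleavage, % | compound dosing = single dose of 12.5 µM compound with 0.25% DMSO | probe or stimulus = 10 nM SCFSkp2-Nedd8OG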
Rin1-Abl PPI inh: human Rin1-Abl interaction inhibition | P00519+Q13671 | TR-FRET Rin1/Abl binding, biochemical | inhibition, % at 7.35 µM | 360,000 compounds, 0.4% hits | AID 588664; in the data active means inhibition above about 5%, passing the limit was not always enough
Rpn11 block: inhibitors of human proteasome Rpn11 | O00487 | human 26S proteasome, Ub4-pepOG fluorescence polarization; 20S core pre-blocked with epoxomicin | calls only at 20 µM | 360,000 compounds, 0.59% hits | AID 588493;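 active means inhibition at 20 µM, scaled to each plate's controls, above about 33%, limit read from the data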
Target sequence (O00487 whole entry, looked up): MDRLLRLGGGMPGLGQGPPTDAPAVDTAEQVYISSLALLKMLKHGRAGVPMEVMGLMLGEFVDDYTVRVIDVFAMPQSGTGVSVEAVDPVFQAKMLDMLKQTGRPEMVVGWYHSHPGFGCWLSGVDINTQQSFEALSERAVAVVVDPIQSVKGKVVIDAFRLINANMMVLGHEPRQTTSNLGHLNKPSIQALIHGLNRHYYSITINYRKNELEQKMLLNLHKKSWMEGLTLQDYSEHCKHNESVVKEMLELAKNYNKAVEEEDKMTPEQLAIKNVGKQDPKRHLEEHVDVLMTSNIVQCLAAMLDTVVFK
An asterisk follows results filed as active; i = inactive; nt = not tested or not shown.

SMILES	MT1-MMP act inh	MsrA inh	E coli Lon inh	bovine MsrA act	MLLE-PAM2 inh	FAS TE block	CSN inh	Rin1-Abl PPI inh	Rpn11 block
O=C(NCc1ccccc1)c1cc(C2CCCCN2S(=O)(=O)Cc2ccccc2)on1 (configuration not stated)	-2	0.3	11	-2	-7	17	0	-2	i
CC(=O)Nc1ccc(S(=O)(=O)NC(C)c2nc(-c3ccccc3)no2)cc1 (configuration not stated)	1	-1.4	-1	-2	-6	-4	2	1	i
CCOC(=O)/C=C/C(=O)Nc1cc(S(=O)(=O)Nc2ccc(OC)cc2)ccc1N1CCOCC1	-1	-0.1	3	-8	-12	-4	0	1	i
O=C(CCNS(=O)(=O)c1ccccc1F)N1CCN(C(c2ccccc2)c2ccccc2)CC1	-15	-1.0	-13	-2	9	19	-8	1	i
c1csc(CN2CCN(Cc3cccs3)C2c2cccs2)c1	5	0.1	-13	-1	-1	12	2	0	i
CCCCOc1ccc(C(=O)OCC(=O)c2c(N)n(C)c(=O)n(C)c2=O)cc1	-1	-0.5	-8	-2	-6	14	-1	0	i
Cc1ccc(OCc2nc(-c3ccccn3)no2)c(Br)c1	4	-0.6	5	1	-4	4	3	0	i
CCOC(=O)C(=NCCCN1CCOCC1)NNc1cccc(C(F)(F)F)c1	-3	0.2	-3	-12	-5	-1	-5	5	i
c1ccc(-c2cc(N3CCOCC3)nc3ccccc23)cc1	1	0.6	4	-4	-14	7	0	-2	i
CCN(CC)S(=O)(=O)c1ccc(N2Cc3ccccc3C2=N)cc1	nt	0.1	-4	-9	-41	-11	12	1	i
CCCCCC(=O)N1C[C@H](n2cc(C3CC3)nn2)[C@@H](O)C[C@@H]1c1ccc(Cl)cc1	4	-1.2	-3	-2	10	2	6	-2	i
NC(=O)c1cc(-c2ccccc2)nc2ccc(Br)cc12	1	1.3	-2	-2	5	-1	1	-8	i
COc1ccc(Cl)cc1NC(=O)CN1CCC(n2nnc3cc(F)ccc32)CC1	2	-0.7	-7	-2	-2	-8	-3	1	i
COC(=O)c1c(NS(C)(=O)=O)sc2c1CCCC2	-9	1.6	6	-3	32	-9	0	-5	i
C[C@H]1CN([C@@H](C)CO)C(=O)c2cccc(NC(=O)Nc3ccc(C(F)(F)F)cc3)c2O[C@@H]1CN(C)S(=O)(=O)c1ccccc1	-7	0.9	-5	-6	0	36	-4	0	i
Cc1ccccc1OCCC(=O)OCC(=O)NC1CCCC1	0	-0.5	-6	-3	1	-3	1	1	i
CCOC(=O)N1CCN(c2ccc(S(=O)(=O)N(Cc3ccccc3)Cc3ccccc3)cn2)CC1	-25	-0.4	-5	-1	0	24	-3	1	i
Cc1ccc(NC(=C(C#N)C#N)c2ccccc2)cc1	-1	0.6	-3	-5	18	-1	-1	2	i
COc1ccc(-c2cc3c(=O)n(CC(=O)Nc4cccc(Cl)c4)ncn3n2)cc1	-6	-0.8	0	-1	8	-2	1	1	i
CSCCC(Nc1nc2ccccc2s1)C(=O)O (configuration not stated)	-1	0.4	0	-4	-7	-6	-4	-2	i
O=C(NCc1ccccc1)c1c[nH]c2ccc(S(=O)(=O)Nc3ccc4c(c3)OCCO4)cc2c1=O	-2	1.3	0	-2	11	-140	-2	0	i
CCN(CC(=O)NCc1cccs1)C(=O)c1cccc(S(=O)(=O)Nc2ccccc2Cl)c1	-5	-1.0	2	-7	8	-4	-3	2	i
CC(C)n1cnc2c(NCc3ccccc3)nc(NCc3ccccc3)nc21	-6	2.1	-8	-3	-7	20	0	4	i
Cc1ccc(C(=O)NC(Cc2ccccc2C(F)(F)F)C(=O)O)cc1 (configuration not stated)	6	-0.8	-5	-4	4	-5	-1	-2	i
CSc1ccc(CNC(=O)C2(C)CCCN(C(C)=O)C2)cc1 (configuration not stated)	-1	0.3	-9	-4	9	-6	-1	-2	i
O=C(COc1ccc(S(=O)(=O)N2CCCC2)cc1Cl)NCc1ccccn1	-1	-0.8	-16	-3	11	-4	-3	4	i
Cc1sc2nc(C3CC3)nc(N3CCN(C(=O)c4ccc(Cl)cc4)CC3)c2c1C	-5	-0.9	1	-1	2	20	7	0	i
CC(C)CC(=O)NC(c1ccccc1)c1c(O)ccc2ccccc12 (configuration not stated)	-3	0.3	-21	-3	6	1	3	4	i
COc1ccc(S(=O)(=O)N2CCOCC2)c(C)c1C	3	-0.5	-3	-2	-7	-6	1	0	i
CCN1C(=O)CC(N2CCC(Cc3ccccc3)CC2)C1=O (configuration not stated)	3	1.7	-8	-8	-2	-6	-1	-1	i
OCc1ccc(OCCCOc2cccc3cccnc23)cc1	0	0.1	0	-2	-7	-3	5	-3	i
CCOc1ccc(S(=O)(=O)N(C)CC(=O)NCc2ccccn2)cc1	-2	-1.6	-1	0	-8	-4	1	0	i
O=C(c1ccccc1)c1nccn1-c1ccc(Cl)nn1	1	0.5	1	-5	-7	-9	-5	-1	i
CCOc1ccc(/C(O)=C2\C(=O)C(=O)N(CCN(C)C)C2c2cc(OC)ccc2OC)cc1Cl (configuration not stated)	13	0.7	-7	-9	-8	-11	0	-1	i
Cc1cccc(NC(=S)NNC(=O)c2cc3c(s2)CCC(C)C3)c1C (configuration not stated)	3	-1.2	-5	-9	25	2	-3	5	i
O=C(NCCCN1CCOCC1)c1sc2cc(F)ccc2c1Cl	2	-0.4	0	-3	7	-8	-2	-3	i

Ordered by heavy-atom count (smallest number first): part of the list above
SMILES	MT1-MMP act inh	MsrA inh	E coli Lon inh	bovine MsrA act	MLLE-PAM2 inh	FAS TE block	CSN inh	Rin1-Abl PPI inh	Rpn11 block
COc1ccc(S(=O)(=O)N2CCOCC2)c(C)c1C	3	-0.5	-3	-2	-7	-6	1	0	i
O=C(c1ccccc1)c1nccn1-c1ccc(Cl)nn1	1	0.5	1	-5	-7	-9	-5	-1	i
CCN1C(=O)CC(N2CCC(Cc3ccccc3)CC2)C1=O (configuration not stated)	3	1.7	-8	-8	-2	-6	-1	-1	i
OCc1ccc(OCCCOc2cccc3cccnc23)cc1	0	0.1	0	-2	-7	-3	5	-3	i
CC(C)CC(=O)NC(c1ccccc1)c1c(O)ccc2ccccc12 (configuration not stated)	-3	0.3	-21	-3	6	1	3	4	i
O=C(COc1ccc(S(=O)(=O)N2CCCC2)cc1Cl)NCc1ccccn1	-1	-0.8	-16	-3	11	-4	-3	4	i
Cc1sc2nc(C3CC3)nc(N3CCN(C(=O)c4ccc(Cl)cc4)CC3)c2c1C	-5	-0.9	1	-1	2	20	7	0	i
CCOc1ccc(/C(O)=C2\C(=O)C(=O)N(CCN(C)C)C2c2cc(OC)ccc2OC)cc1Cl (configuration not stated)	13	0.7	-7	-9	-8	-11	0	-1	i

More entries.
SMILES	MT1-MMP act inh	MsrA inh	E coli Lon inh	bovine MsrA act	MLLE-PAM2 inh	FAS TE block	CSN inh	Rin1-Abl PPI inh	Rpn11 block
COc1nc(OC)nc(Oc2ccc([N+](=O)[O-])cc2Cl)n1	-4	-0.6	-7	-4	4	-7	-3	-1	i
O=C(Cn1cnc2c(cnn2-c2ccccc2)c1=O)Nc1ccc(S(=O)(=O)N2CCOCC2)cc1	-2	-0.3	10	-3	1	4	-8	-4	i
O=C(NCc1ccccc1)[C@]1(C(F)(F)F)C[C@H](CCc2ccccc2)CCCO1	2	-1.1	-5	-1	10	7	-3	3	i
COC(=O)c1[nH]c2ccc(C)cc2c1NC(=O)CN1CCN(c2ccc(F)cc2)CC1	-2	0.7	-8	-4	0	8	1	1	i
CCn1c(SCC(=O)Nc2nc3ccccc3s2)nnc1-c1ccc(OC)cc1	1	-1.1	-9	-9	-1	-9	-4	-1	i
CSCC(C)N1CCC(CO)(CCCc2ccccc2)CC1 (configuration not stated)	-1	1.4	-4	-12	-5	-2	-3	5	i
CCOC(=O)CCCCCC(=O)Nc1ccc2c(c1)CC(=O)N([C@H](C)CO)C[C@H](C)[C@H](CN(C)S(=O)(=O)c1ccc(OC)cc1)O2	1	0.0	-1	0	-8	-5	1	5	i
O=C(Cc1ccccc1[N+](=O)[O-])NCC(=O)c1ccc2c(c1)OCO2	-3	-0.6	3	-2	-6	-5	-4	-1	i
Cc1ccc(-c2csc(C(O)c3ccc(F)c(F)c3)n2)cc1C (configuration not stated)	1	0.4	7	2	4	26	-4	-1	i
O=C(Oc1ccccc1)N1CCN(c2ccccc2F)CC1	1	-0.3	-2	-1	-10	4	1	0	i
O=C(CNC(=O)c1ccco1)Nc1cccc(Cl)c1	0	-0.8	-1	-3	3	-6	-2	1	i
Cc1nnc(NC(=O)CSc2nc3ccccc3o2)s1	-5	-0.3	4	-15	11	-2	2	6	i
CCCCn1c(=O)c(F)cn(Cc2ccc(OC)c([N+](=O)[O-])c2)c1=O	-4	1.6	-4	2	5	-8	-5	0	i
CCn1c(CCC(N)=O)nnc1SCC(=O)c1cc(C)n(C2CC2)c1C	1	0.2	-12	-2	-8	-7	4	2	i
Cc1nnsc1Sc1ccccc1C(=O)O	-2	1.8	-2	-9	8	-6	-5	2	i
O=C1NC(=O)/C(=C\c2ccc(O)cc2O)S1	-18	2.4	3	-8	22	-6	11	4	i
FC(F)(F)c1ccccc1Cc1c(-c2ccc(Cl)cc2)nc2ccc(Cl)cn12	-3	0.1	3	0	6	37	6	0	i
CC1CCCCC1NC(=O)Cn1[nH]c(=O)c2ccccc2c1=O (configuration not stated)	9	-1.0	-1	-5	2	-2	-2	-2	i
COc1ccc(Oc2nc(-c3cccnc3)nc3ccccc23)cc1	-6	-1.4	2	-3	7	25	3	-1	i
O=Cc1cnc(N2CCCCC2)s1	3	5.0*	-10	-6	6	-6	2	-3	i
COc1cc(-c2nnc(SCc3c(F)cccc3Cl)o2)cc(OC)c1OC	0	nt	8	0	-10	24	-1	2	i
O=C1c2ccccc2C(=O)c2c(Nc3ccc(CCO)cc3)ccc(O)c21	0	0.7	6	-1	3	11	4	-1	i
O=C(NNc1ccc(C2CCCCC2)cc1)C(O)(c1ccccc1)c1cccs1 (configuration not stated)	-3	0.4	2	-8	-2	20	-6	4	i
S=C(Nc1ccccc1Oc1ccccc1)NC1CCCC1	-2	0.4	0	-1	4	7	-4	0	i
CCOCc1cc(CN2CCC(n3nccc3NC(=O)C3CC3)CC2)ccc1OC	-2	0.7	-6	-4	10	-5	2	0	i
CC(C)CC(=O)N/N=C/c1c(N)n(C)c(=O)n(C)c1=O	-3	0.3	6	-9	-10	-2	-1	0	i
O=C(CCCCCN1C(=O)c2ccccc2C1=O)Nc1ccccc1	4	0.7	-2	-3	-8	-4	-4	5	i

Screening data as filed in PubChem BioAssay.

Compounds as they come. Share with any hit: about 3.7%.
